# Screens as filed in PubChem.
# ATXN2 expr inh: reduces ATXN2 reporter expression in HEK-293 cells; HEK-293 ATXN2-luciferase reporter, luminescence, 24 h; Potency, µM (series often up to 57 µM), without a hit: at the top dose activity change, negative = inhibition, most hits filed as inhibitors; 360,000 compounds, 0.72% hits; AID 1745845; further: potency means the concentration at half of the fitted maximal effect; on the % scale 0 is the no-effect control and ±100 the full control effect; nearly all actives have a fitted effect of over 55% in size
#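 qHTS (up to 57 uM final) was run with 24 h compound exposure of reporter cells at 37 °C. Each well was multiplexed: SteadyGlo luminescence measured ATXN2-luciferase expression after a fluorogenic Gly-Phe-AFC viability readout (25 uM final).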
# A549 viability: kills or reduces viability of A549 cells in Nrf2 counter-screen; A549 ARE-Fluc cells, CellTiter-Fluor viability, 18-24 h; Potency, µM (doses to about 46 µM), for the others: at the top dose activity change, negative = cytotoxicity, most hits filed as inhibitors; 390,000 compounds, 0.16% hits; AID 504648; further: potency means the concentration at half of the fitted maximal effect; on the % scale 0 is the no-effect control and ±100 the full control effect
#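 A549 ARE-Fluc cells in 5% FBS OPTI-MEM, 5000 cells/well, rested 2 h then exposed to compounds in concentration-response for 18-24 h at 37 °C. Viability by CellTiter-Fluor fluorescence (Ex 405/Em 525) after 30 min; luciferase luminescence (BugLite, 15 min, RT) read afterwards.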
# Nrf2 ARE act: activates Nrf2 signaling. 410,000 compounds, 0.31% hits. AID 624171. Potency, µM (doses to about 46.1 µM), for the others: top-dose activation, actives largely listed as activators. AREc32 ARE-luciferase reporter (MCF7-derived line), luminescence, 24 h; further: potency means the concentration at half of the fitted maximal effect; % of control where 0% means no effect; nearly all actives have a fitted effect of over 65% in size
#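 Cells of the AREc32 ARE-luciferase line are plated in OPTI-MEM containing 5% FBS and left overnight at 37 deg C. Compounds are pinned in, incubation continues 24 hr, and firefly luciferase signal is then measured.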
# Nrf2 block: blocks Nrf2 signaling; A549 ARE-Fluc reporter, luciferase luminescence, 18-24 h; Potency, µM (doses to about 46 µM), inactives show at the highest dose activity change, negative = inhibition, actives largely listed as inhibitors; 360,000 compounds, 2.1% hits; AID 504444; further: potency means the concentration at half of the fitted maximal effect; on the % scale 0 is the no-effect control and ±100 the full control effect; nearly all actives have a fitted effect of over 60% in size
#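 Nrf2 activity is the BugLite luminescence, read 15 min after reagent at room temperature, following CellTiter-Fluor cytotoxicity readout (30 min, 37C). Compound titrations were applied for 18-24 h to 5000 A549 ARE_Fluc cells/well in 5% FBS OPTI-MEM.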
# HepG2 viability: counter-screen for TGF-b inhibitors: cytotoxicity in HepG2 cells; HepG2 CAGA-GFP viability, ATP luminescence, 18 h; Potency, µM (titrated, usually from 46.1 µM), without a hit: at the top dose activity change, negative = cytotoxicity, actives largely listed as cytotoxic; 410,000 compounds, 0.76% hits; AID 588856; further: potency means the concentration at half of the fitted maximal effect; some results filed as inactive show a strong effect at the top dose
#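 HepG2 CAGA-GFP cells (1000/well, DMEM with 1% FBS) received compound, then TGF-beta at 500 pg/mL final, and were incubated 18 hours at 37 degrees C. Viability was read by CellTiter-Glo luminescence. Media-only wells were set as complete cell-killing and DMSO as no toxicity.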
# IL-1B inflam inh: blocks inflammasome-driven IL-1 beta release. THP-1 LPS/ATP IL-1B secretion, AlphaLISA, 16 h; active compounds read low. activity change, % at 57.5 µM. 360,000 compounds, 4.7% hits; in the data active means activity change below about -50%; inconclusive means mostly about -30% to -49%; further: on the % scale 0 is the no-effect control and ±100 the full control effect
#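 Secreted IL-1B measured by AlphaLISA bead assay after 16 h compound exposure of THP-1 cells; compounds (final up to 57.5 uM) added 1 h before LPS (250 ng/mL) and ATP (1.25 mM) stimulation; lower signal means less secretion.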
# TGFb SMAD3 inh: inhibitors of TGF-b signaling; HepG2 CAGA-GFP TGF-b/SMAD3 reporter, GFP fluorescence, 18 h; TGF-beta stimulated, 500 pg/mL final; Potency, µM (highest dose often 46.1 µM), for the others: at the top dose activity, negative = inhibition, most hits filed as inhibitors; 410,000 compounds, 1.2% hits; AID 588855; further: potency means the concentration at half of the fitted maximal effect; on the % scale 0 is the no-effect control and ±100 the full control effect; nearly all actives have a fitted effect of over 65% in size
#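 HEPG2 CAGA-GFP reporter cells (1000/well, DMEM with 1% FBS) received compounds, then recombinant TGF-beta at 500 pg/mL final for 18 hours at 37 degrees C. Per-cell GFP summed per well was normalised to unstimulated and stimulated DMSO controls before curve fitting.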
# S2 tox: viability counter-screen for ATXN expression inhibitors. S2 cells (HEK-293 line with an ATXN2-luciferase reporter) viability, CellTiter-Fluor protease fluorescence, 24 h. Potency, µM (titrated, usually from 56.7 µM), most hits filed as cytotoxic. 400,000 compounds, 0.49% hits; further: potency means the concentration at half of the fitted maximal effect; nearly all actives have a fitted effect of over 40% in size
# MCF10A rerep: induces DNA re-replication in MCF 10a normal breast cells. MCF 10A DNA re-replication, Hoechst nuclear intensity, 48 h. Potency, µM (doses to about 46.1 µM), inactives show top-dose activity, positive = re-replication, most hits filed as activators. 350,000 compounds, 2.9% hits. AID 624296; further: potency means the concentration at half of the fitted maximal effect; % of control where 0% means no effect; nearly all actives have a fitted effect of over 50% in size
# Numbers without * were called inactive; i = inactive; ? = inconclusive; . = no result given; & = joins results of further samples; [ ] = dose if it differs, or a comment. Unless noted, the call rests on the fitted dose curve; in most records, active means well fitted curve in the direction sought with a large enough effect; inconclusive means small, poorly fitted or top-dose-only effect, or another doubt; inactive means no such curve, though single readings can be large; an effect the other way counts as inactive or inconclusive.
SMILES,ATXN2 expr inh,A549 viability,Nrf2 ARE act,Nrf2 block,HepG2 viability,IL-1B inflam inh,TGFb SMAD3 inh,S2 tox,MCF10A rerep
COc1ccc(CNC(=O)C(c2ccco2)N(C(=O)c2csnn2)c2cccc(C)c2C)cc1 (stereo unspecified),-2%,-17%,0.2%,-26%,-5%,-9,-12%,?,-8%
CC1CC(C)CN(C(=O)COC(=O)/C=C/c2cccc([N+](=O)[O-])c2)C1 (stereo unspecified),-8%,10%,7.1%,11%,0%,-14,-7%,i,-23%
COc1ccccc1CNC(=O)C(=O)NCC1CCCN1S(=O)(=O)c1cccs1 (stereo unspecified),-9%,6%,-1.1%,12%,0%,10,-11%,?,11%
Cc1ccc(S(=O)(=O)N(C)CC(=O)OCC(=O)NC(c2ccccc2)c2ccccc2)cc1,.,0%,-0.5%,3%,2%,0,0%,i,1%
COC(=O)CSc1nnc(CNC(=O)c2cccs2)n1-c1cccc(C)c1,-1%,-8%,0.4%,-1%,3%,-14,-1%,?,5%
CCC1CCCCN1CCCNC(=O)c1ccc2c(c1)c(C)c(C)n2CC (stereo unspecified),-16%,9%&-15%,0.1%&1.1%,111%&-20%,-26%&-23%,-12,3%&0%,i,7%
CCOC(=O)CNC(=O)c1ccc(Br)s1,-2%,1%,-0.1%,7%,-13%,22,14%,i,0%
O=C1CN(C(=O)CSc2nncn2-c2ccccc2)c2ccccc2N1,-8%,-1%,0.4%,5%,7%,12,-11%,i,-4%
Cc1cc(C)c(C(=O)CC(=O)c2cccnc2)c(C)c1,-35%,-4%,-0.2%,-30%,4%,8,11%,i,27%
O=C(OCn1nnc2ccccc2c1=O)c1cc2ccccc2o1,1%,1%,-0.9%,-1%,-16%,-3,-1%,i,0%
O=C(Nc1ccc(OC(F)(F)F)cc1)C1CC(c2ccc(F)cc2)=NO1 (stereo unspecified),-8%,-2%,-0.8%,29%,-1%,15,-3%,i,1%
CCc1cccc(C)c1NC(=O)CN1CCN(S(=O)(=O)c2ccc(C(C)(C)C)cc2)CC1,5%,-12%,2.3%,?,0%,?,?,i,?
COc1cc2ccccc2cc1C(=O)N(CCN(C)C)c1nc2ccc(Br)cc2s1,?,?,2.0%,?,-29%,-5,?,i,?
N#Cc1c(N)c(C(=O)c2ccccc2)n2c1CCCC2,-7%,-5%,-0.4%,?,-4%,-17,?,i,-10%
CC(=O)C1C(c2ccc(C)cc2)c2c(n[nH]c2C)CC1(C)O (stereo unspecified),2%,-8%,-0.7%,-4%,11%,-22,13%,i,2%
COc1cccc(CNC(=O)CCNC(=O)c2ccccc2OC)c1,-4%,15%,-0.9%,-12%,-2%,-3,0%,i,1%
CCN(Cc1ccccc1)C(=O)Cn1c(=O)n(CC(=O)N2CCCCC2)c(=O)c2sccc21,7%,9%,-0.8%,3%,6%,12,1%,i,1%
CCN(CC)C(=O)[C@H]1C[C@H](CC(=O)NCCc2ccccn2)C(=O)N2CCc3c([nH]c4ccc(Cl)cc34)[C@]12C,25%,-1%,5.0%,16%,-10%,-19,?,i,-13%
C/C(=N\NC(=O)CNc1ccccc1Cl)C(C)(C)C,13%,-6%,-0.2%,2%,-1%,?,0%,i,?
CC1CC(C)CN(C(=O)c2nn(C)c3c2CS(=O)(=O)c2ccccc2-3)C1 (stereo unspecified),0%,0%,0.0%,-4%,-31%,-24,18%,i,4%
COc1ccc(-n2c(SCc3ccccc3F)nc3c([nH]c4ccccc43)c2=O)cc1,1%,-6%,-0.9%,.,-20%,.,19%,i,.
CSc1nc(-c2ccco2)nn1C(=O)c1ccc(C)cc1,10%,-9%,-0.2%,?,3%,11,-2%,i,-1%
Cn1c2c(c3cnc4cc(Cl)ccc4c31)CN(Cc1ccc(Cl)cc1)CC2,.,?,.,1%,0%,.,-1%,.,.
O=C(Nc1ccc2oc(-c3cccnc3)nc2c1)c1ccc(-c2ccc(Cl)cc2)o1,12%,2%,3.0%,5%,3%,.,-10%,i,.
Cc1ccc(CC(=O)N2CC(C)OC(C)C2)cc1 (stereo unspecified),-1%,-2%,0.2%,-12%,0%,5,24%,i,13%
# (more compounds)
SMILES,ATXN2 expr inh,A549 viability,Nrf2 ARE act,Nrf2 block,HepG2 viability,IL-1B inflam inh,TGFb SMAD3 inh,S2 tox,MCF10A rerep
CN1/C(=C\C(=O)COC(=O)c2ccccc2O)C(C)(C)c2ccccc21,-13%,-6%,-0.4%,?,0%,-11,8%,i,9%
COc1cc(C)c(S(=O)(=O)Nc2ccccc2F)cc1C,-17%,5%,0.1%,-1%,5%,14,-3%,i,2%
O=C(CSc1cccc[n+]1[O-])NCCCc1ccccc1,0%,1%,-0.2%,-1%,8%,-2,10%,i,-1%
O=C(Oc1ccc(C(=S)N2CCOCC2)cc1)c1cc([N+](=O)[O-])cc([N+](=O)[O-])c1,-15%,0%,-0.1%,26%,-1%,9,1%,i,5%
N/C(Cc1ccc([N+](=O)[O-])cc1)=N\OC(=O)c1ccco1,.,-7%,7.6%,9%,-12%,-5,19%,i,14%
COc1cccc(NC(=O)Nc2nnc(Cc3ccc(OC)c(OC)c3)s2)c1,-27%,3%,7.5%,-27%,14%,45,?,i,?
CCOC(=O)C1(Cc2ccc(Cl)cc2)CCN(C(=O)C2=NNC(=O)CC2)CC1,1%,4%,0.6%,16%,5%,6,-8%,i,0%
O=c1[nH]cc(I)cc1I,.,-1%,-0.6%,3%,17%,6,11%,.,2%
COc1ccc(-c2cc(NC=O)c3ncc(-c4ccc(OC)c(OC)c4)n3c2)cc1,-26%,.,7.4%,.,5%,-11,?,?,.
O=C(N=C1N=C2C=CC(Br)=CN2Cc2ccccc21)c1ccc([N+](=O)[O-])cc1[N+](=O)[O-],-2%,-2%,12%,?,-12%,24,-20%,i,-1%
O=C1C2C3CCC(C3)C2C(=O)N1c1ccc(OS(=O)(=O)c2ccccc2)cc1 (stereo unspecified),22%,2%,7.6%,16%,-17%,11,-23%,i,16%
COCCNC(=O)COCc1cc(-c2ccc3c(c2)OCO3)on1,25%,1%,1.9%,20%,0%,0,10%,i,5%
Cc1cc(C)nc(Nc2n[nH]c(-c3ccccc3C)n2)n1,26%,0%,7.8%,?,-3%,-26,13%,i,17%
COc1cccc(CNC(=O)CCC2CCCN(C(=O)c3cc(C)[nH]n3)C2)c1 (stereo unspecified),1%,1%,-0.7%,5%,-6%,26,0%,i,0%
CN1C(=O)CSC1=Nc1ccc(Br)cc1,-9%,0%,-1.0%,-11%,-2%,-21,25%,i,1%
N#Cc1ccccc1COC(=O)c1ccc2c(c1)OCO2,.,-3%,4.6%,13%,-21%,-7,19%,i,?
O=C(NCCO)c1cc2ccccc2c(=O)s1,2%,-4%,5.5%,.,-22%,3,?,i,0%
CCNC(=O)c1c(NC(=O)Cc2coc3ccc(CC)cc23)sc2c1CCCC2,5%,1%,-0.6%,-2%,-1%,.,6%,i,.
COC(=O)[C@]12CCCCC=C1N(CCC1=CCCCC1)C(=O)[C@H](CC(=O)NCc1cccs1)C2,-23%,.,0.4%,.,.,-11,.,?,.
O=C(NCCc1ccccc1)C(=O)NN=C1CCCC1,1%,-12%,-0.7%,-3%,-14%,-7,8%,i,-1%
Cc1ccc2c(=O)cc(C(=O)Nc3sc4c(c3C(=O)NCc3ccccc3)CCCC4)oc2c1C,4%,7%,-1.1%,6%,-5%,.,-4%,i,.
O=C(CN1C(=O)NC2(CCCC2)C1=O)N1CCN(S(=O)(=O)c2cccc(C(F)(F)F)c2)CC1,-1%,5%,-0.7%,-13%,2%,4,5%,i,-1%
CN1CCCC(OC(=O)c2ccc(C#N)cc2)C1 (stereo unspecified),-11%,-5%,-0.3%,1%,3%,1,-3%,?,-1%
CCOc1ccc(C(=O)NCCN(C)C)cc1,-13%,12%,0.6%,10%,-2%,15,0%,i,-1%
O=C(Nc1ccccc1)Nc1n[nH]c2nnc(-c3ccccc3)c(-c3ccccc3)c12,-8%,2%,-0.3%,?,-51%,-11,?,i,-3%

# Continued; it opens with the 2 that closed the last part.
SMILES,ATXN2 expr inh,A549 viability,Nrf2 ARE act,Nrf2 block,HepG2 viability,IL-1B inflam inh,TGFb SMAD3 inh,S2 tox,MCF10A rerep
CCOc1ccc(C(=O)NCCN(C)C)cc1,-13%,12%,0.6%,10%,-2%,15,0%,i,-1%
O=C(Nc1ccccc1)Nc1n[nH]c2nnc(-c3ccccc3)c(-c3ccccc3)c12,-8%,2%,-0.3%,?,-51%,-11,?,i,-3%
O=C1/C(=C\c2ccc(Cl)cc2)CCC1CNc1ccc(Cl)cc1 (stereo unspecified),?,-1%,?,11%,-14%,-57*,0%,?,5.8µM*
COc1cc(NC(=O)CNc2cccc(S(=O)(=O)N3CCOCC3)c2)cc(OC)c1,-2%,-3%,-0.2%,-18%,32%,-4,-2%,i,6%
CCc1ccc(C(=O)NC(C(=O)O)C(C)C)cc1 (stereo unspecified),.,-5%,-0.4%,1%,-1%,0,-21%,.,-1%
COc1ccc(C2CC(c3ccccc3)=NN2C(=O)CSc2nccc(=O)[nH]2)cc1 (stereo unspecified),52%[activator],0%,5.4%,-11%,28%,-2,7%,i,1%
CCOC(=O)CSc1nc2ccccc2c(=O)n1C,1%,-2%,5.8%,5%,1%,6,-8%,i,?
COc1ccc(CNC(=O)c2sc3nc[nH]c(=O)c3c2C)cc1,.,1%,-0.3%,.,2%,.,15%,.,.
CCn1c(C)c(C)c2cc(C(=O)NCCc3ccc(C)cc3)ccc21,.,-6%,0.9%,19%,-21%,.,-9%,.,.

# No enrichment for hits; any-hit rate near 8.8%.
